# UHRF1 MBD2 ctr: blocks human UHRF1 binding to methylated DNA; AID 687016; hit rate 0.75% among 370,000; UHRF1 binding to methylated oligo, TR-FRET; inhibition, % at 4.4 µM; Q96T88; in the data active = inhibition above about 21%;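 also: UHRF1 SRA domain binding a hemimethylated CpG hairpin DNA probe; 0% = median of test compound wells and 100% = reference inhibitor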
# TCR CD3 inh: inhibitors of human TCR-CD3 interaction; TAMRA-labeled TCR probe fluorescence, biochemical; inhibition, % at 9.4 µM; hit rate 0.37% among 360,000; AID 651800; in the data active = inhibition above about 19%;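 also: recombinant mutant TCR 2C K166C tagged with TAMRA read by polarization; 0% = receptor in buffer alone and 100% = receptor with positive control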
# PG9 Ab binder: PG9 antibody binding by small molecule; TR-FRET gp120-PG9 antibody binding; hit rate 0.43% among 360,000; inhibition, % at 6.7 µM; in the data active = inhibition above about 8.5%
# PRMT1 inh: blocks human protein arginine methyltransferase 1 | AID 652257 | Q99873 | hit rate 1.3% among 370,000 | inhibition, % at 2.79 µM | recombinant PRMT1, activity-based probe fluorescence polarization;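 active = inhibition above about 21% made by adding two undisclosed values, limit read from the data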
# Rev-erbA mod: modulates human Rev-erb alpha binding to DNA; P20393; Rev-erbα–FITC-DNA binding, fluorescence polarization, 90 min; activity, % at 10 µM; hit rate 0.79% among 370,000; AID 1259318;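 active = activity above about 14%, limit read from the data; passing the limit was not always enough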;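 also: 0% = DMSO wells with 35 nM protein and 100% = DMSO wells with 750 nM protein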
# Target sequence (P20393 whole entry, looked up): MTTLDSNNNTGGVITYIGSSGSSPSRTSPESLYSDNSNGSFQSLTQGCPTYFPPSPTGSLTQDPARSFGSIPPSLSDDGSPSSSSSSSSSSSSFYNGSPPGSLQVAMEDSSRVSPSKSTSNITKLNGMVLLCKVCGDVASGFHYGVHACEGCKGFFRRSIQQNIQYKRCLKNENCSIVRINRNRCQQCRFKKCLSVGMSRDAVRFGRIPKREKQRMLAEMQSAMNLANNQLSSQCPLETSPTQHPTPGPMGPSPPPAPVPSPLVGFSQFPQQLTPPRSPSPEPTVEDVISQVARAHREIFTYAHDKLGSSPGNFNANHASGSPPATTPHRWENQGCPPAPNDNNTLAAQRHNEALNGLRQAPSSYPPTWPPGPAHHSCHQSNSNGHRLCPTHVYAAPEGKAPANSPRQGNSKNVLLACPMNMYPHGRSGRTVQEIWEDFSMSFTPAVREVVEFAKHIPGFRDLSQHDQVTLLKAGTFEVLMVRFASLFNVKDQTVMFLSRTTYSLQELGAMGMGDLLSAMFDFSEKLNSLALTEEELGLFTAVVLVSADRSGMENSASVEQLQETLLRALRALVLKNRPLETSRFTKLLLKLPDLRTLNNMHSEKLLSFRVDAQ
# HTRA1 inhibitor: blocks human HTRA1 serine peptidase; hit rate 0.5% among 340,000; recombinant HTRA1, FP-rhodamine activity-based probe, fluorescence polarization; inhibition, % at 5.96 µM; Q92743; AID 504803; in the data active = inhibition above about 36%;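 also: 0% = enzyme with DMSO and 100% = wells lacking enzyme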
# rCAG RNA binder: r(CAG) repeat RNA binding; TO-PRO-1 dye displacement fluorescence; inhibition, % at 3 µM; hit rate 1.3% among 370,000; AID 651821;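 active = inhibition above the plate cutoff, the mean of all test compounds on that plate plus 3 SD, cut at about 35% in these data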;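 also: 0% = DMSO alone and 100% = 100 µM mitoxantrone as full dye displacement; higher means more dye released from RNA so lower well fluorescence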
# mABHD4 FP: inhibits mouse alpha/beta hydrolase domain 4; purified mABHD4, FP-Rh probe fluorescence polarization; inhibition, % at 8.92 µM; hit rate 0.54% among 370,000;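 active = inhibition exceeding the mean over every tested compound plus 3 SD, cut at about 30% in these data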;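 also: 0% = plate median of compound wells and 100% = S159A mutant with DMSO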
#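 system = mouse ABHD4 enzyme, wild type | medium = HEPES pH 7.0, NaCl, Pluronic buffer | also added = FP-Rh probe | incubation = Enzyme–compound pre-incubation 45 min, then probe 60 min, both 25 °C | technique = fluorescence polarization, excitation 525 nm, emission 598 nm, BODIPY TMR filters | controls = S159A mutant high control, sample median low control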
# MBD2 DNA inh: blocks human MBD2 binding to methylated DNA; TR-FRET, MBD2 binding to methylated oligonucleotide; inhibition, % at 4.4 µM; hit rate 0.31% among 370,000; AID 686964; in the data active = inhibition above about 13%
# Target sequence (Q9UBB5 whole entry, looked up): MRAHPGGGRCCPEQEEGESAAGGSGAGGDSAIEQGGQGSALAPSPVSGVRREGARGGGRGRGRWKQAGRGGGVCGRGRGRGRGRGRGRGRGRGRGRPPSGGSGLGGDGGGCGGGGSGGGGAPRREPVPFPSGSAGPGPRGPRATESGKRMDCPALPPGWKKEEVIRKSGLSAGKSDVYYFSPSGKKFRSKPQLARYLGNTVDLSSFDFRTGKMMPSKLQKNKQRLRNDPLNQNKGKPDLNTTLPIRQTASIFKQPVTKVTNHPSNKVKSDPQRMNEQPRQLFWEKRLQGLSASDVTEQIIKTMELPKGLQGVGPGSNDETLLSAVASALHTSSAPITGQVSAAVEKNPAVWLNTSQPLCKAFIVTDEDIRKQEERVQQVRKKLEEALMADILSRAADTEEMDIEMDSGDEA
# LEDGF integ inh: blocks HIV-1 LEDGF/p75-dependent DNA integration; TR-FRET IN-LEDGF/p75 DNA integration, Eu/Cy5; inhibition, % at 3.7 µM; hit rate 0.64% among 370,000;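 active = inhibition above the screen-wide mean plus 3 SD, cut at about 13% in these data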;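 also: signal is the Cy5 over europium emission ratio at 671 and 618 nm; 0% = plate median of compound wells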
# Starred values were filed as active, the others as inactive; x = not tested or not shown. Only part of the results is shown; the hit share may differ from the screen's.
# Each structure is followed by: UHRF1 MBD2 ctr	TCR CD3 inh	PG9 Ab binder	PRMT1 inh	Rev-erbA mod	HTRA1 inhibitor	rCAG RNA binder	mABHD4 FP	MBD2 DNA inh	LEDGF integ inh
CSc1nsc(/C=C/Nc2ccc(C)cc2)c1C#N
    -6	3	-1.1	2	6	-23	21	10	-4	2
Cc1nnc(NS(=O)(=O)c2ccc(N=Nc3ccc(N)nc3N)cc2)s1
    -10	2	-12	11	-1	8	17	58*	-18	-5
C#CCNC(=O)C[C@H]1C[C@@]2(C(=O)OC)C(=C[C@H](COCc3ccccc3)O[C@@H]2C)N(Cc2ccc(Cl)cc2Cl)C1=O
    0	x	x	2	6	x	7	-9	0	-4
N/C(=N\OS(=O)(=O)c1ccc(Cl)cc1)c1ccncc1
    1	-1	-1.2	1	-3	0	-2	5	4	3
O=S(=O)(Nc1cccc2cccnc12)c1ccccc1
    3	3	-0.4	-4	6	0	1	-4	-6	-27
Cc1ccc([N+](=O)[O-])c2c1C(N1CCCCC1)C(C)(C)O2 (stereo not given)
    5	4	-1.4	3	1	4	3	-8	4	-1
Cc1cc(=O)c2ccccc2n1Cc1ccccc1
    11	-3	-0.7	0	0	-8	-3	-1	3	-3
CCc1nc(SCC(=O)NCc2ccco2)c2c(=O)n(C)c(=O)n(C)c2n1
    -1	-2	-0.5	2	0	5	3	-1	3	0
Cc1noc(C)c1COc1ccccc1C(=O)NC(C)c1ccc(F)cc1 (stereo not given)
    -1	2	0.6	1	1	1	-6	4	-4	0
COc1cnc(SCc2ccc(Cl)cc2Cl)nc1Cl
    0	-2	-1.8	-1	1	-23	2	-12	1	0
NC(=O)CCSC(=S)N1CCOCC1
    0	2	0.5	3	3	-7	-1	1	3	-1
O=C1C2C3C=CC(c4ccccc4)(C2C(=O)N1c1cccc(Cl)c1)C1C(=O)N(c2cccc(Cl)c2)C(=O)C31 (stereo not given)
    -3	6	0.6	-3	-2	-11	6	-6	2	4
COc1ccc(CCNc2oc(Cc3cccc4ccccc34)nc2C#N)cc1OC
    0	2	-0.1	-3	-1	-43	4	-10	3	0
Cc1onc(-c2ccccc2)c1C(=O)OCCOc1ccccc1F
    -3	1	-0.4	-9	2	-13	-2	-14	-4	5
Fc1cccc(Cc2noc(CN3CCCN(C4Cc5ccccc5C4)CC3)n2)c1
    -1	6	-2.9	-1	5	-1	-3	2	3	0
Cc1cccc(NS(=O)(=O)c2ccc(OCC(=O)N3CCCC3)cc2)c1
    0	3	-1.2	-1	1	7	-4	2	-5	3
CC(=O)c1cc(Cc2csc(C(C)=O)c2)cs1
    4	0	-1.8	2	1	1	-3	-11	1	-1
Cc1cccc(Cl)c1NC(=O)N(C)c1ccccc1
    3	1	2.6	2	16*	x	2	-2	-1	0
COCCNC(=O)CSc1c2c(nc3ccc(Cl)cc13)CCCC2
    0	3	-2.0	0	1	-19	-6	8	-2	-2
CCC(CO)NCc1ccc(Br)cc1 (stereo not given)
    -1	12	-2.5	0	3	-2	-1	-9	1	1

# 7 structures already listed, sorted by SMILES length, lowest first:
# Each structure is followed by: UHRF1 MBD2 ctr	TCR CD3 inh	PG9 Ab binder	PRMT1 inh	Rev-erbA mod	HTRA1 inhibitor	rCAG RNA binder	mABHD4 FP	MBD2 DNA inh	LEDGF integ inh
CCC(CO)NCc1ccc(Br)cc1 (stereo not given)
    -1	12	-2.5	0	3	-2	-1	-9	1	1
NC(=O)CCSC(=S)N1CCOCC1
    0	2	0.5	3	3	-7	-1	1	3	-1
COc1cnc(SCc2ccc(Cl)cc2Cl)nc1Cl
    0	-2	-1.8	-1	1	-23	2	-12	1	0
N/C(=N\OS(=O)(=O)c1ccc(Cl)cc1)c1ccncc1
    1	-1	-1.2	1	-3	0	-2	5	4	3
Cc1ccc([N+](=O)[O-])c2c1C(N1CCCCC1)C(C)(C)O2 (stereo not given)
    5	4	-1.4	3	1	4	3	-8	4	-1
Cc1nnc(NS(=O)(=O)c2ccc(N=Nc3ccc(N)nc3N)cc2)s1
    -10	2	-12	11	-1	8	17	58*	-18	-5
Fc1cccc(Cc2noc(CN3CCCN(C4Cc5ccccc5C4)CC3)n2)c1
    -1	6	-2.9	-1	5	-1	-3	2	3	0

# Following part.
# Each structure is followed by: UHRF1 MBD2 ctr	TCR CD3 inh	PG9 Ab binder	PRMT1 inh	Rev-erbA mod	HTRA1 inhibitor	rCAG RNA binder	mABHD4 FP	MBD2 DNA inh	LEDGF integ inh
CC1(C(=O)NCCC#N)CCN1C(=O)CC(c1ccccc1)c1ccccc1 (stereo not given)
    -1	0	-1.1	-3	-5	x	1	2	4	-2
CC(=O)c1ccc(S(=O)(=O)N2CCN(CC(=O)Nc3ccc(Cl)c([N+](=O)[O-])c3)CC2)cc1
    10	-1	-1.0	2	4	-8	2	4	1	2
COC(=O)c1ccc(NC(=O)CSc2nccn2CCc2ccccc2)cc1
    -3	3	3.1	0	-4	-15	-4	-5	-8	0
CC(=O)Cn1c(CN2CCCC2)nc2ccccc2c1=O
    -5	2	0.8	1	3	2	-1	-4	1	2
Cc1ccc(N2CCN(c3ccc(NC(=O)CCC(=O)O)cc3)CC2)cc1
    -2	4	-1.5	2	-5	3	4	16	-2	0
CCCC(C(=O)Nc1nccs1)c1ccccc1 (stereo not given)
    -2	4	-1.5	-2	-5	-1	-1	-1	-1	-3
COc1nccc(C(F)(F)F)c1C(=O)Nc1ccc(Cl)cc1
    0	3	0.8	-1	-6	-3	-2	-6	2	2
COCCn1cc(C(=O)NCCN(C)C)c2c3ccccc3n(C)c2c1=O
    -2	6	-1.1	2	0	2	3	1	1	0
COc1cccc(N2CCN(C(=S)NCc3ccco3)CC2)c1
    -5	-3	-1.3	-2	1	-12	0	2	-3	-1
Cc1ccc(S(=O)(=O)N2CCCOC2CNC(=O)C(=O)NCc2cccnc2)cc1 (stereo not given)
    0	15	-0.6	1	-4	3	0	8	-2	2
O=C(/C=C/c1ccc(Cl)c(C(F)(F)F)c1)N1CCN(c2ccccn2)CC1
    0	9	-2.4	-4	-7	-6	-5	2	-2	-6
CCCNC(=O)C1(C)CCN(C(=O)Cc2ccc3ccccc3c2)C1 (stereo not given)
    0	2	1.8	2	2	x	1	-2	1	0
Cc1ccc(-n2nnnc2SCC(=O)NCC2(N3CCCCC3)CCCCC2)c(C)c1
    0	2	-0.8	4	4	-3	2	0	-1	-1
Cc1cc(C)c(OCC(=O)N2CC=C(c3ccccc3)CC2)c(C)c1
    1	6	-1.6	-3	3	-17	-2	-7	0	1
Cc1ccc(C(=O)N2CCN(c3ncnc4c3cnn4-c3ccccc3)CC2)cc1
    7	-4	2.3	2	1	-3	0	-10	1	-3
N#CC1c2ccccc2C=CN1C(=O)N(c1ccccc1)c1ccccc1 (stereo not given)
    -1	4	0.9	3	9	-20	4	7	-7	-3
O=C(O)c1cc(N2CCCC2)ccn1
    2	-5	2.8	0	2	4	1	-1	-2	-1
CCOc1ccc(C(=O)NCCN2CCOCC2)cc1
    2	-5	-1.2	6	-2	0	-3	2	-1	-4
Cc1nnc(SCC(=O)N2CCCCC2)n1CC1CCCO1 (stereo not given)
    4	0	1.4	-1	1	-2	0	4	1	2
CC(=O)c1ccc(NC(=S)Nc2cccc3cnccc23)cc1
    2	1	-1.0	5	-4	4	7	17	-5	3
CN1CCc2c(sc(NC(=O)c3ccc(S(=O)(=O)N4CCCC4)cc3)c2C(N)=O)C1
    -7	-6	-5.7	1	0	-2	7	4	-9	1
CCCN(CC(=O)Nc1ccccc1C)C(=O)c1ccc(S(=O)(=O)N2CCCCCC2)cc1
    2	-8	-1.2	2	-1	-4	-9	7	4	-5
CC(C)c1ccc(-c2csc3nc[nH]c(=O)c23)cc1
    -3	1	1.2	-5	4	-7	2	-7	-5	1
Cc1cc(C)c(C(=O)CC2(O)C(=O)Nc3ccccc32)cc1C (stereo not given)
    -2	5	1.6	-2	6	-3	-2	8	-2	-1
Cc1cc(F)ccc1S(=O)(=O)Nc1ccccc1C(=O)NCc1ccccn1
    2	3	1.7	0	-5	-5	24	1	-4	-3
CC(C)C[C@H]1COc2ccc(Cl)cc2S(=O)(=O)N1C[C@H](NC(=O)OC(C)(C)C)C(C)C
    2	8	4.5	-3	-5	x	3	3	-6	4
Cc1cccc(C(=O)NNC(=O)CSc2nnc(C3CC3)n2C)c1
    0	-4	-0.8	2	3	0	0	-3	-1	1
C=CC(=O)NCC1OCCc2ccccc21 (stereo not given)
    -1	-2	-1.7	0	-6	6	-2	-3	1	0
O=C(CNc1cccc(S(=O)(=O)N2CCCC2)c1)Nc1cccc(F)c1
    3	0	-0.9	0	8	-6	0	0	0	-1
CC(=O)NC1=NC(=O)C(C)S1 (stereo not given)
    -1	-1	0.5	20	0	4	-1	2	1	3
CCOC(=O)c1c(NC(=O)CCl)sc(C(=O)N(CC)CC)c1C
    1	8	-2.0	2	-3	3	-6	-10	-4	-2
COC(=O)C1=CO[C@@H](O[C@@H]2O[C@H](CO)[C@@H](O)[C@H](O)[C@H]2O)[C@H]2[C@@H]1C(=O)C[C@@H]2C
    -1	-6	-1.8	1	-3	2	-1	9	-2	-2
CN(C)c1ccc2c(=O)cc[nH]c2c1
    -4	-1	1.0	0	-13	x	1	13	-5	3
CC(C)(C)N(Cc1cn(CC2CCCCC2)nn1)S(=O)(=O)c1ccccc1Br
    19	x	x	4	2	x	1	0	11	0
CCCOCC1CC2(SC(=Nc3ccc(C)cc3)NC2=O)C(=O)O1 (stereo not given)
    1	6	-1.0	-4	-7	-1	20	-1	6	2
CC(C)[C@@H]1Cc2[nH][nH]c(=O)c2[C@H](C(C)C)O1
    -3	4	0.4	2	-6	x	0	5	-1	-2
COc1ccc(Cl)cc1NC(=O)CN1CCN(S(=O)(=O)N2CCC(C)CC2)CC1
    4	-7	-0.8	-4	-5	-8	2	-9	-6	0
CCOC(=O)C1(CC2CC2)CCN(Cc2cn(C)c3ccccc23)CC1
    1	7	-1.7	2	-5	3	1	2	-1	4
Cc1cccc(NC(=O)/C(C#N)=C/c2ccccc2Cl)n1
    0	-6	-0.4	3	0	-2	2	5	4	-4

# A few values from the entries so far:
# Cc1cccc(NC(=O)/C(C#N)=C/c2ccccc2Cl)n1 – MBD2 DNA inh = 4
# COC(=O)C1=CO[C@@H](O[C@@H]2O[C@H](CO)[C@@H](O)[C@H](O)[C@H]2O)[C@H]2[C@@H]1C(=O)C[C@@H]2C – HTRA1 inhibitor = 2
# CC(C)[C@@H]1Cc2[nH][nH]c(=O)c2[C@H](C(C)C)O1 – MBD2 DNA inh = -1
# Cc1cccc(C(=O)NNC(=O)CSc2nnc(C3CC3)n2C)c1 – PRMT1 inh = 2
# CC(C)(C)N(Cc1cn(CC2CCCCC2)nn1)S(=O)(=O)c1ccccc1Br – mABHD4 FP = 0
# CC(C)c1ccc(-c2csc3nc[nH]c(=O)c23)cc1 – UHRF1 MBD2 ctr = -3
